Compound activity from PubChem.
BLM inh – blocks DNA unwinding by human BLM helicase; recombinant BLM DNA unwinding, fluorescence dequenching; Potency, µM (series often up to 56.1 µM), for the others: at the highest dose activity change, negative = inhibition, hits mostly inhibitors; 350,000 tested, 0.2% active;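 further: potency means the concentration at half of the fitted maximal effect; plate controls were vehicle for no effect and no enzyme for full effect; nearly all actives have a fitted effect of over 35% in size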
RXFP1 antagonist – blocks the human relaxin receptor RXFP1; Q9HBX9; HEK293-RXFP1, relaxin-stimulated cAMP HTRF, 30 min; hits give low values; activity change, negative = inhibition, % at 57.5 µM; 350,000 tested, 0.59% active;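 active means activity change of -60% or lower, but not beyond a set lower limit; inconclusive means change between -60% and -40%, or beyond the set limit; inactive means change above -40%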; further: on the % scale 0 is the no-effect control and ±100 the full control effect
Tb PGK inh – blocks T. brucei phosphoglycerate kinase; Potency, µM (titrated, usually from 57.5 µM), without a hit: top-dose activity change, negative = inhibition, most hits filed as inhibitors; 380,000 tested, 0.043% active; PGK/GAPDH coupled, Kinase-Glo luminescence, 60 min; further: potency means the concentration at half of the fitted maximal effect; on the % scale 0 is the no-effect control and ±100 the full control effect; nearly all actives have a fitted effect of over 60% in size
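Luminescent ATP detection (Kinase-Glo Plus) follows a 60-minute room-temperature incubation, with wells lacking PGK as controls. Buffer: 100 mM TEA (pH 7.6), 5 mM MgCl2, 0.01% Tween-20. Coupling enzyme GAPDH (100 nM final) supplies unstable 1,3-BPG in-well.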
Anesthetic bind – candidate novel general anesthetic via apoferritin binding. P02791. apoferritin/1-aminoanthracene competitive binding, fluorescence. Potency, µM (titrated, usually from 77.5 µM), inactives show at the highest dose activity change, negative = displacement, most hits filed as inhibitors. 350,000 tested, 0.074% active. AID 485281; further: potency means the concentration at half of the fitted maximal effect; on the % scale 0 is the no-effect control and ±100 the full control effect; nearly all actives have a fitted effect of over 20% in size
Target sequence (P02791 2-175 limits assumed): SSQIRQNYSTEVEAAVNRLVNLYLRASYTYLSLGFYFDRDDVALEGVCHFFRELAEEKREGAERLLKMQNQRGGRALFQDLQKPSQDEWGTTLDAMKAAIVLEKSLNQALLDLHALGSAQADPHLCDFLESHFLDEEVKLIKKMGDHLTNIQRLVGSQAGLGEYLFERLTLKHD
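Read-out: endpoint 1-AMA fluorescence, excitation 380 nm and emission 535 nm, after compounds sit 10 min at room temperature with 10 uM horse-spleen apoferritin in 50% saturated 1-AMA/PBS. Values come from four-parameter Hill fits.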
APE1 inh – blocks human APE1 abasic DNA cleavage. P27695. recombinant APE1, TAMRA/BHQ-2 abasic DNA cleavage fluorescence. Potency, µM (doses to about 65.8 µM), for inactives: at the highest dose activity change, negative = inhibition, usual class: inhibitors. 350,000 tested, 0.35% active. AID 2517;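 further: potency means the concentration at half of the fitted maximal effect; plate controls were vehicle for no effect and reference inhibitor for full effect; nearly all actives have a fitted effect of over 55% in size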
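Activity was derived from the fluorescence gain between first and third kinetic reads (60 s intervals, ex 525/em 598 nm) after 50 nM THF-abasic TAMRA/BHQ-2 duplex was added to 0.75 nM APE1 preincubated 15 min with compound.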
POLI inh – inhibitors of human DNA polymerase iota; Q9UNA4; Pol iota fluorescent replication assay, 10 min; Potency, µM (titrated, usually from 115 µM), for the others: top-dose activity, negative = inhibition, actives largely listed as inhibitors; 390,000 tested, 1% active; further: potency means the concentration at half of the fitted maximal effect
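Pol iota at 10 nM preincubated 15 min with compounds at room temperature; reaction started with fluorescent substrate, 50 nM final. Fluorescence read kinetically at 0 and 10 min; buffer-only wells as negative control.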
Pol eta inh – inhibitors of human DNA polymerase eta; 390,000 tested, 1.2% active; AID 588591; Q9Y253; recombinant Pol eta, fluorescent DNA replication assay; Potency, µM (titrated, usually from 114 µM), without a hit: top-dose activity change, negative = inhibition, most hits filed as inhibitors; further: potency means the concentration at half of the fitted maximal effect; on the % scale 0 is the no-effect control and ±100 the full control effect
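Pol eta (10 nM) was preincubated with compounds for 15 min at room temperature, after which fluorescent replication substrate (50 nM final) was added to start the reaction. Fluorescence was read kinetically at 0 and 10 min.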
Pol kappa inh – blocks human DNA polymerase kappa activity | Q9UBT6 | purified Pol kappa, fluorescent DNA synthesis assay, 10 min | Potency, µM (titrated, usually from 107 µM), for the others: top-dose activity, negative = inhibition, usual class: inhibitors | 400,000 tested, 0.53% active; further: potency means the concentration at half of the fitted maximal effect; on the % scale 0 is the no-effect control and ±100 the full control effect
Target sequence (Q9UBT6 whole entry, looked up): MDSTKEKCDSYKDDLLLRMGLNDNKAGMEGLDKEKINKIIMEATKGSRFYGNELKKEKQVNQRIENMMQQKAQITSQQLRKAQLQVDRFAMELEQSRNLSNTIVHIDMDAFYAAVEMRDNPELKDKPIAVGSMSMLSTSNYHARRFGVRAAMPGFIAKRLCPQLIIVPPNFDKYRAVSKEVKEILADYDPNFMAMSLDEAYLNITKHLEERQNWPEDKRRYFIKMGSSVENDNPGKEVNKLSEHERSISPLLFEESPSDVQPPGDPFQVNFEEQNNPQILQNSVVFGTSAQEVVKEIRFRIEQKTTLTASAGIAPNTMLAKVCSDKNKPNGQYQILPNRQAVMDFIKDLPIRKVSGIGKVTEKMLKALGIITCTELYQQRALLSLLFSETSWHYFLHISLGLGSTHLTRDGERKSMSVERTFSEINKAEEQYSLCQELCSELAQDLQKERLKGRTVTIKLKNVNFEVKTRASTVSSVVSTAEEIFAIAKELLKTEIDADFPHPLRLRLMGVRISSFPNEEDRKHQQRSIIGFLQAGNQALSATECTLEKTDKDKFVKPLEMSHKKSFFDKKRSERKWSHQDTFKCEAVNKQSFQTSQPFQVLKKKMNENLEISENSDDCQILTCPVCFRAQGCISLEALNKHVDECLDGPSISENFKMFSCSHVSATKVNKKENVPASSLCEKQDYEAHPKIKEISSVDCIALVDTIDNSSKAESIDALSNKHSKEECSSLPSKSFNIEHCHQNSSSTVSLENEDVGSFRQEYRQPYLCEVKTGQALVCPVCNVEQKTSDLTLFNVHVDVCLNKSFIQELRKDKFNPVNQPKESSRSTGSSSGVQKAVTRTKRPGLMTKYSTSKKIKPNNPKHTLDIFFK
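50 nM final substrate added after 15 min RT preincubation of 10 nM Pol kappa with compound; fluorescence read at 0 and 10 min.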
Pol beta inh – DNA polymerase beta (human) inhibition. P06746. Pol beta primer extension/strand displacement, fluorescence kinetic. Potency, µM (titrated, usually from 114 µM), inactives show top-dose activity change, negative = inhibition, actives largely listed as inhibitors. 340,000 tested, 1.3% active. AID 485314; further: potency means the concentration at half of the fitted maximal effect; on the % scale 0 is the no-effect control and ±100 the full control effect
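10 nM enzyme + cpd, 15 min RT; start with substrate 50 nM final; read 0 min and after 10 min RT. Corrected, normalized data; 4-parameter Hill curve fit.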
* marks the source's active call; other numbers are inactive results; i = inactive; ? = inconclusive; · = not tested or not shown; [ ] = dose if it differs, or a comment. Unless noted, the call rests on the fitted dose curve; in most records, active means well fitted curve in the direction sought with a large enough effect; inconclusive means small, poorly fitted or top-dose-only effect, or another doubt; inactive means no such curve, though single readings can be large; an effect the other way counts as inactive or inconclusive.

entry	mol	BLM inh	RXFP1 antagonist	Tb PGK inh	Anesthetic bind	APE1 inh	POLI inh	Pol eta inh	Pol kappa inh	Pol beta inh
1	CN(c1ccccc1)S(=O)(=O)c1nnc(NC(=O)COc2ccccc2F)s1	-5%	-15	-4%	-10%	5%	-20%	-20%	?	?
2	COc1cccc(CNC(=O)COC(=O)/C=C/c2ccc(SC)cc2)c1	·	0	i	·	17%	34%[activator]	-4%	13%	·
3	Cc1ccc(S(=O)(=O)NCC2CCCO2)cc1[N+](=O)[O-] (stereo not given)	-2%	-9	-8%	-1%	1%	15%	-10%	-14%	10%
4	COc1ccc(CCN2C(=O)C(O)=C(C(=O)c3ccco3)C2c2cccs2)cc1OC (stereo not given)	-3%	16	i	-19%	-3%	-5%	8%	-2%	42%
5	O=C(Nc1ccnn1C1CCN(Cc2ccc(CO)o2)CC1)c1ccccc1Cl	1%	-5	2%	-6%	-4%	15%	0%	-11%	14%
6	O=C(c1cc(-c2cccc(Cl)c2)nc2ccccc12)N1CCCC1	-3%	-18	-8%	?	36%	8%	-6%	-1%	-14%
7	COc1cc(NC(=O)c2cc(-c3cccc(Cl)c3)on2)c(OC)cc1Cl	-3%	-1	i	3%	·	-20%	3%	15%	17%
8	Cc1cc(C)n(-c2ccc(Cl)c(Cl)c2)n1	-2%	-1	2%	?	2%	8%	-11%	-3%	2%
9	Cc1cc(C)cc(NS(=O)(=O)c2ccc3[nH]c(=O)ccc3c2)c1	-9%	0	-9%	5%	32%	-7%	-6%	8%[60.1 µM]	4%
10	N#C/C(=C\c1ccccc1C(=O)O)c1nc2ccccc2[nH]1	-8%	-11	-1%	-11%	16%	190%[activator]	-14%	-7%	41%
11	Clc1cccc(-c2nn3c(-c4cccc(Cl)c4)nnc3s2)c1	0%	·	·	-12%	22%	·	·	·	19%
12	COc1ccccc1Cn1c(CNS(=O)(=O)c2ccccc2Cl)nc2cccnc21	-1%	-2	-2%	-7%	·	16%	-11%	-5%[60.1 µM]	15%
13	CC(C)OC(=O)/C(C#N)=C\c1cccnc1	-7%	6	i	-9%	2%	-1%	-3%	-5%	4%
14	CCCN(C(=O)c1nn(-c2ccc(OC)cc2)c(=O)c2c1c1ccccc1n2C)c1ccc(CC)cc1	-12%	10	·	0%	·	6%	·	-13%	5%
15	COc1cccc(/C=C/C(=O)OCC(=O)Nc2ccc(Cl)c(S(=O)(=O)N(C)C)c2)c1	-13%	-6	-4%	?	4%	10%	-26%	-3%	1%
16	Cc1ccc(NC(=O)COC(=O)CSCC(=O)Nc2cc(C)on2)c(C)c1	·	-6	3%	·	-1%	7%	-18%	-3%	·
17	O=C(O)CCC(=O)Nc1nc2ccccc2s1	0%	0	i	-1%	4%	39%[activator]	0%	-1%	?
18	O=C(Cn1nc(-c2cccc(Cl)c2)ccc1=O)Nc1ccc(C(=O)NC2CC2)cc1	-13%	-14	4%	-19%	6%	100%[activator]	-6%	3%	5%
19	Cc1c(/C=N/NC(=O)c2ccc(O)cc2)c2ccccn2c1C(=O)c1ccc(F)cc1	-3%	-15	0%	-2%	1%	-9%	-18%	-12%	-13%
20	CCc1ccccc1NC(=O)CN(c1ccc(OC)cc1OC)S(=O)(=O)c1ccccc1	-3%	0	-10%	46%[activator]	-12%	2%	-15%	-5%	15%
21	CCOC(=O)CNC(=S)N(Cc1cccs1)C1CCCCC1	-3%	0	-6%	-14%	1%	12%	-10%	-13%	0%
22	COCc1nc2ccccc2n1Cc1ccccc1	-12%	4	-3%	-17%	-1%	16%	6%	3%	29%
23	CCOc1ccc(-c2nnc(SCC(=O)N(CC)c3cccc(C)c3)o2)cc1	-4%	·	8%	7%	·	2%	-3%	-16%	6%
24	Cc1cc(C)cc(NC(=O)Nc2ccc(NC(=O)c3ccccc3O)cc2)c1	-10%	-15	i	-2%	19%	0%	-16%	-10%	35µM*
25	NNc1nc(-c2ccccc2)c2ccccc2n1	-1%	-8	0%	-10%	-5%	169%[activator]	-19%	-8%	-16%
26	Cc1ccccc1C=Nc1ccccc1C(N)=O	-4%	7	0%	101%[activator]	-10%	-3%	-15%	-5%	26%
27	Cc1c(C(=O)Oc2ccc(F)cc2)sc2ncn(Cc3cccc(F)c3)c(=O)c12	0%	-1	-5%	-4%	-4%	7%	-12%	4%	-20%
28	CC(=O)Nc1cc2c3ccccc3n(C)c2cc1[N+](=O)[O-]	·	-5	-1%	·	·	?	-5%	0%	·
29	OCCN(/C=N/c1nc(-c2ccc(Br)cc2)cs1)CCO	-12%	-8	-7%	?	0%	7%	-14%	-2%	0%
30	COc1ccc(NC(=O)Cn2c(=O)c(-c3cc(C)ccc3NC(C)=O)nc3ccccc32)c(OC)c1	2%	-3	1%	-2%	·	-17%	?	-11%	?

The closing 4 entries of the section before are carried over, then new ones follow.
entry	mol	BLM inh	RXFP1 antagonist	Tb PGK inh	Anesthetic bind	APE1 inh	POLI inh	Pol eta inh	Pol kappa inh	Pol beta inh
27	Cc1c(C(=O)Oc2ccc(F)cc2)sc2ncn(Cc3cccc(F)c3)c(=O)c12	0%	-1	-5%	-4%	-4%	7%	-12%	4%	-20%
28	CC(=O)Nc1cc2c3ccccc3n(C)c2cc1[N+](=O)[O-]	·	-5	-1%	·	·	?	-5%	0%	·
29	OCCN(/C=N/c1nc(-c2ccc(Br)cc2)cs1)CCO	-12%	-8	-7%	?	0%	7%	-14%	-2%	0%
30	COc1ccc(NC(=O)Cn2c(=O)c(-c3cc(C)ccc3NC(C)=O)nc3ccccc32)c(OC)c1	2%	-3	1%	-2%	·	-17%	?	-11%	?
31	Cc1ccc(CSc2nc3cccnc3n2Cc2nc(-c3ccccc3F)oc2C)cc1	-11%	11	1%	-20%	·	5%	-10%	-7%	-1%
32	O=C1CC(SC(=Nc2ccccc2)Nc2ccccc2)C(=O)N1c1ccc(Cl)c(Cl)c1 (stereo not given)	-11%	·	i	-1%	1%	45%[activator]	-15%	0%	22%
33	O=C(c1cccc([N+](=O)[O-])c1)N1CCN(S(=O)(=O)/C=C/c2ccccc2)CC1	·	-9	8%	·	-2%	26%	-22%	-1%	·
34	Cc1ccc(NC(=S)NC(=O)C2CCCCC2)c(Br)c1	·	-24	i	·	3%	-12%	-27%	-3%	·
35	Cn1nnc(NC(=O)/C=C/c2ccco2)n1	-2%	-11	-3%	0%	5%	50%[activator]	-11%	1%	2%
36	COc1ccc(C(=O)c2cnc3ccc(C)cc3c2S(=O)(=O)c2ccccc2)cc1	-21%	-1	8%	-4%	·	19%	-19%	-8%	20%
37	O=C(NCc1ccccn1)c1ccc(/C=N/O)nc1	0%	-5	1%	-6%	-1%	5%	-12%	-9%	16%
38	Cc1ccc(C2CC(c3ccc(NS(C)(=O)=O)cc3)=NN2C(=O)c2ccco2)cc1 (stereo not given)	-4%	-12	i	7%	?	134%[activator]	-21%	-8%	13%
39	COc1ccc(C(=O)N(C)Cc2ccc(C)o2)cc1OC1CCN(C(C)C)CC1	-6%	0	-1%	-9%	4%	14%	-13%	-3%	-1%
40	CCOc1ccccc1Oc1c(C)oc2c(CN3CCN(CCO)CC3)c(O)ccc2c1=O	0%	2	1%	92%[activator]	-1%	3%	3%	-8%	23%
41	CC1Oc2ccccc2OC1(O)c1ccccn1 (stereo not given)	1%	-3	-3%	-16%	5%	8%	-9%	-1%	33%
42	COc1cc(CNCc2ccc(Br)cc2)cc(OC)c1	0%	5	·	-9%	-4%	?	-10%	-5%	-14%
43	Cc1ccccc1NC(=O)c1cccc(Cn2cc(Br)c([N+](=O)[O-])n2)c1	-1%	2	5%	-21%	-4%	8%	-2%	-11%	1%
44	CNC(=O)N(O)C1N(/N=C/c2cc(Br)ccc2O)C(=S)SC1(C)C (stereo not given)	-7%	11	-1%	-11%	-17%	-10%	-12%	-11%	-20%
45	COc1ccc(NC(=O)c2cncc(Br)c2)cc1S(N)(=O)=O	0%	-20	-10%	-5%	1%	112%[activator]	-11%	-27%	10%
46	CCSc1ccc(NC(=O)c2cccnc2)cc1	-2%	-3	20%	-8%	11%	14%	5%	-6%	28%
47	O=C(OCC(=O)N1CCCc2ccccc21)c1cncc(Br)c1	-3%	-1	i	-3%	1%	3%	-13%	6%	-3%[57.1 µM]
48	CCC/C(O)=C1\C(=O)CCCC1=NCCc1c(C)[nH]c2ccccc12	-2%	5	2%	5%	2%	2%	-13%	-13%	6%
49	CC1CCN(C(=O)C2CCCN(S(C)(=O)=O)C2)CC1 (stereo not given)	1%	-16	·	-4%	-8%	3%	-6%	-4%	34%
50	CCN1CCCCC(=N/O)/C(=N/O)CCCC1	3%	2	i	10%	5%	-2%	1%	0%	39%

Four consecutive records from above, for reference:
entry	mol	BLM inh	RXFP1 antagonist	Tb PGK inh	Anesthetic bind	APE1 inh	POLI inh	Pol eta inh	Pol kappa inh	Pol beta inh
47	O=C(OCC(=O)N1CCCc2ccccc21)c1cncc(Br)c1	-3%	-1	i	-3%	1%	3%	-13%	6%	-3%[57.1 µM]
48	CCC/C(O)=C1\C(=O)CCCC1=NCCc1c(C)[nH]c2ccccc12	-2%	5	2%	5%	2%	2%	-13%	-13%	6%
49	CC1CCN(C(=O)C2CCCN(S(C)(=O)=O)C2)CC1 (stereo not given)	1%	-16	·	-4%	-8%	3%	-6%	-4%	34%
50	CCN1CCCCC(=N/O)/C(=N/O)CCCC1	3%	2	i	10%	5%	-2%	1%	0%	39%

This is a subset; the hit share may differ from the screen's.
